Dicer processing = blocks human Dicer maturation of pre-miR-21 | AID 1347074 | cat-ELCCA pre-miR-21 Dicer processing, chemiluminescence; active compounds read high | Q9UPY3 | 6% of 47,000 active | z-score at 25 µM; in the data active = z-score above about 3, passing the limit was not always enough;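 also: plate controls were vehicle for no effect and no enzyme for full effect; higher signal means more uncleaved substrate so more Dicer inhibition; strong numbers were not always called active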
* marks the source's active call; other numbers are inactive results. This is a subset; rates above refer to the full screens.

SMILES | Dicer processing
COc1ccc(-c2cc(=O)c3cc(OC(=O)c4cccnc4)ccc3o2)cc1 | 15
CSC1=NCCN1Cc1ccccc1 | -0.66
O=C(CSc1ccc([N+](=O)[O-])cn1)Nc1ccc(F)cc1F | -0.91
COCCCNC(=O)/C(C#N)=C/N(C)C | -0.03
COc1ncnc2c1sc1ncccc12 | 1.3
OC(CN1CCN(Cc2ccc3c(c2)OCO3)CC1)Oc1ccc(C(F)(F)F)cc1 (stereo not drawn) | -2.7
CCOC(=O)c1cc2cc(Br)cc(Br)c2oc1=O | -0.52
COC(=O)c1ccc(Oc2c(C(F)(F)F)oc3cc(O)ccc3c2=O)cc1 | 1.4
Cc1ncc([N+](=O)[O-])n1CC(=O)O | 1.5
CC(=O)Nc1ccc(N2C(=O)C3C4CC(=O)C(c5ccccc54)C3C2=O)cc1 (stereo not drawn) | 0.38
O=c1c(Cl)c(N2CCOCC2)cnn1-c1c(Cl)cc(C(F)(F)F)cc1Cl | -0.62
Cc1cccc(C)c1OCC(C)N (stereo not drawn) | -0.76
O=C(Cn1c(=O)oc2ccccc21)Nc1nnc(SCC(=O)c2ccccc2)s1 | 2
CSc1sc(-c2ccn(C(C)=O)n2)c2c1C(=O)CC(C)(C)C2 | 11
COc1ccc(C(=O)c2sc(Nc3ccccc3)nc2-c2ccccc2)cc1 | -1.5
COC(=O)CSc1cc(C(F)(F)F)c(C(=O)Nc2ccc(Cl)cc2)cn1 | -2.1
CCCCSC1=C(C#N)C(=O)NC(C)S1 (stereo not drawn) | 2
CCN1C(=O)N(CC)C2C1N(C(C)=O)C(=O)N2C(C)=O (stereo not drawn) | -0.91
CC(C)(C)C(=O)/C(C#N)=C/Nc1ccc(Cl)cn1 | -1.2
c1ccc(-c2csc(Nc3ncccn3)n2)cc1 | 0.77

19 structures out of the list, ordered by molar mass, descending.
SMILES | Dicer processing
O=c1c(Cl)c(N2CCOCC2)cnn1-c1c(Cl)cc(C(F)(F)F)cc1Cl | -0.62
O=C(Cn1c(=O)oc2ccccc21)Nc1nnc(SCC(=O)c2ccccc2)s1 | 2
OC(CN1CCN(Cc2ccc3c(c2)OCO3)CC1)Oc1ccc(C(F)(F)F)cc1 (stereo not drawn) | -2.7
COC(=O)CSc1cc(C(F)(F)F)c(C(=O)Nc2ccc(Cl)cc2)cn1 | -2.1
COC(=O)c1ccc(Oc2c(C(F)(F)F)oc3cc(O)ccc3c2=O)cc1 | 1.4
CCOC(=O)c1cc2cc(Br)cc(Br)c2oc1=O | -0.52
CC(=O)Nc1ccc(N2C(=O)C3C4CC(=O)C(c5ccccc54)C3C2=O)cc1 (stereo not drawn) | 0.38
COc1ccc(-c2cc(=O)c3cc(OC(=O)c4cccnc4)ccc3o2)cc1 | 15
CSc1sc(-c2ccn(C(C)=O)n2)c2c1C(=O)CC(C)(C)C2 | 11
O=C(CSc1ccc([N+](=O)[O-])cn1)Nc1ccc(F)cc1F | -0.91
CCN1C(=O)N(CC)C2C1N(C(C)=O)C(=O)N2C(C)=O (stereo not drawn) | -0.91
CC(C)(C)C(=O)/C(C#N)=C/Nc1ccc(Cl)cn1 | -1.2
c1ccc(-c2csc(Nc3ncccn3)n2)cc1 | 0.77
CCCCSC1=C(C#N)C(=O)NC(C)S1 (stereo not drawn) | 2
COc1ncnc2c1sc1ncccc12 | 1.3
COCCCNC(=O)/C(C#N)=C/N(C)C | -0.03
CSC1=NCCN1Cc1ccccc1 | -0.66
Cc1ncc([N+](=O)[O-])n1CC(=O)O | 1.5
Cc1cccc(C)c1OCC(C)N (stereo not drawn) | -0.76

As entered above:
Under Dicer processing, Cc1ncc([N+](=O)[O-])n1CC(=O)O has 1.5
Under Dicer processing, COC(=O)CSc1cc(C(F)(F)F)c(C(=O)Nc2ccc(Cl)cc2)cn1 has -2.1

Later entries.
SMILES | Dicer processing
COc1ccc(-c2nc(-c3ccccn3)no2)cc1OC | 1.2
Cc1cccc(CN2CCN(Cc3c[nH]c4ccccc34)CC2)c1 | 1.7
CCOC(=O)/C=C(\C)Nc1ccc(OC)cc1 | 0.16
COc1ccc(N=C2NC(=O)C(CC(=O)Nc3ccc(Br)cc3)S2)cc1 (stereo not drawn) | 2.4
c1ccc2[nH]c(C3CCCCC3)nc2c1 | -1.2
CC(C)CCC(O)(CCN1CCCCC1)c1ccccc1 (stereo not drawn) | 2.1
Cc1onc(-c2c(Cl)cccc2Cl)c1C(=O)N=S(C)(C)=O | 0.49
Cc1nc(-c2ccc(Cl)cc2)sc1C(=O)NNC(=O)C(C)C | 0.38
CCOC(=O)n1ccn(C)c1=S | 3.8
Cn1c(=O)c2c(nc(N3CCC(C(N)=O)CC3)n2Cc2ccccc2Cl)n(C)c1=O | -0.81
O=C(NCc1cccnc1)C(=O)Nc1ccccc1Oc1ccc(Cl)cc1Cl | -1.4
Cc1onc(-c2ccccc2)c1CNS(=O)(=O)c1ccc(N2CCOCC2)nc1 | 0.94
CC1=C(C(=O)OC(C)C)C(c2ccccc2OCc2ccccc2)C2=C(CCCC2=O)N1 (stereo not drawn) | -0.29
COc1ccc(Nc2nc(C)nc(N)c2S(=O)(=O)c2ccccc2)cc1 | 1.6
Cc1cc(C(=O)OCC(=O)N2c3ccccc3Sc3ccccc32)c2ccccc2n1 | 2
COc1ccc(Br)cc1CNCc1cccnc1 | 0.43
O=C(COC(=O)c1cccc2cccc(Sc3ccccc3)c12)c1ccc(Br)cc1 | -0.55
CC(C)(C)OC(=O)C(C)(C)Sc1ccc(C(F)(F)F)cn1 | -0.17
Cc1csc(NC(=O)Nc2ccc(C(F)(F)F)cc2)c1 | -0.6
O=c1[nH]nnn1-c1ccc(Cl)cc1 | -1.3
O=C(CC1(O)C(=O)Nc2ccc(Br)cc21)c1ccc2ccccc2c1 (stereo not drawn) | -0.36
N/C(=N\NC(=O)c1ccc(Cl)cc1)c1cnccn1 | -0.6
CCOc1cccc(NC(=O)c2nc(C)oc2C(F)(F)F)c1 | 2.3
CCOC(=O)c1ccc(-n2nnc(/C=C/C=C/N3CCCC3)n2)cc1 | 0.24
COc1cc(C2C(C(=O)OC(C)C)=C(C)NC3=C2C(=O)CC(C)(C)C3)cc(Br)c1O (stereo not drawn) | -1.6
O=C(O)CCC(=O)N1CCCc2ccccc21 | 2.3
Cc1ccc(Cn2c(N3CCN(CCO)CC3)nc3c2c(=O)n(C)c(=O)n3C)cc1 | 0.3
COc1ccc(Cl)cc1NC(=O)/C=C/C(=O)O | 6.4
C#CCSc1nnnn1-c1ccc(C)cc1C | -0.94
O=C(CSc1ssc(=S)c1-c1ccccc1)c1ccccc1 | -2.2
O=C(OCCn1c2ccccc2c2nc3ccccc3nc21)c1cccnc1 | -0.24
COc1ccc2c(oc(=O)c3ccccc32)c1C | 2.1
O=[N+]([O-])c1cc(S(=O)(=O)N2CCc3ccccc3C2)ccc1N1CCc2ccccc2C1 | -1.1
CCOC(=O)CCSc1nc(C)c2cc(C)c(C)cc2n1 | 0.05
N#CC1=C2N=C(N)c3ccccc3N2C2=C(C(=O)CCC2)C1c1cccc(Br)c1 (stereo not drawn) | -0.91
C=CCSC1=C(C#N)C(c2ccccc2C)C(C(=O)OC)C(=O)N1 (stereo not drawn) | 1
O=C(C1=NOC2(C(=O)c3ccccc3C2=O)C1c1ccccc1)c1cccs1 (stereo not drawn) | 2.7
CCCCc1ccc(-c2c3oc(N)c(C(=O)OCC)c3cc3oc(N)c(C(=O)OCC)c23)cc1 | 1.2
Cc1onc(-c2ccccc2)c1NC(=O)N(CCC(=O)O)Cc1ccccc1 | 1
COc1cc(OC)cc(C(C)(C)OC(=O)N[C@@H](C)C(=O)O)c1 | -1.2
Cc1ccc(C)c(-c2nc3ccc(N)cc3[nH]2)c1 | 3
CC(C)c1nnc(NC(=O)Nc2ccccc2)s1 | 1.3
O=C(COc1ccc(Br)cc1)Nc1cccnc1 | 1.8
CCOc1ccc(Oc2nc(NCC(C)C)nc(OC)n2)nn1 | 0
Cc1ccc(/C=C/c2nc(-c3ccccc3O)n[nH]2)o1 | 2.9
O=C(O)c1cc2cc(Cl)cc(Br)c2oc1=O | -0.55
C=CCN(C(=O)c1cccc(C)c1)c1ccccc1C(=O)NCC(=O)OCC | 0.01
COc1ccc(SCCc2nnc(SCC(=O)Nc3ccc(F)cc3)n2C2CC2)cc1 | 1.7
CC(=O)n1cc(-c2nsc(Nc3ccccc3)n2)c(C)n1 | 0.65
CC12N=NCC1C(=O)N(c1ccccc1F)C2=O (stereo not drawn) | 1.7
CCc1ccccc1N1CC23C=CC(O2)C(C(=O)OC)C3C1=O (stereo not drawn) | -0.61
CCCSc1nnc2c(n1)OC(c1ccc(C(=O)O)cc1)Nc1ccccc1-2 (stereo not drawn) | 0.57
CC1CCc2c(sc3ncn(CC(=O)N/N=C/c4cccnc4)c(=O)c23)C1 (stereo not drawn) | 0.75
COC(=O)c1sc2nc(-c3ccccc3)cc(-c3ccc(OC)cc3)c2c1N | -0.73
Cn1c(=O)c2c(ncn2CC(COCc2ccccc2)OCc2ccccc2)n(C)c1=O (stereo not drawn) | -0.37
COc1ccc(-c2cn3ccc(C)cc3n2)cc1F | 3.5*
COC(=O)C1=C(C(=O)c2ccc(C)cc2)C(c2cc(OC)ccc2OC)n2nnnc2N1 (stereo not drawn) | 0.35
NC(=NC(=O)c1cccc(C(F)(F)F)c1)c1ccc(C(F)(F)F)cn1 | -0.7
CC(C)N(CCO)S(=O)(=O)c1ccc(N)cc1 | 1.1
Cc1ccc2oc(-c3ccc(C)c(N)c3)nc2c1 | 1.2

Next entries follow.
SMILES | Dicer processing
Cn1c(=O)c2c(-c3ccccc3)n(C(CO)(CO)CO)cc2n(C)c1=O | 0.81
O=C(Nc1cccc(S(=O)(=O)N2CCOCC2)c1)c1cc2sc3ccccc3c2s1 | -0.66
Cc1ccc(-c2cc3ncc4c(n3n2)-c2cc(F)ccc2OC4)cc1 | -2.1
CC(C)c1ccc(N2C(=O)/C(=C\c3ccc(-c4ccc([N+](=O)[O-])cc4)o3)SC2=S)cc1 | 0.57
Cn1c(=O)cc(N2CCCCC2)c2c(=O)n(-c3ccccc3)c(=O)n(-c3ccccc3)c21 | 1
N#Cc1cn(-c2ccc(Cl)cc2)nc1C(=O)c1cccs1 | 0.95
O=C(CSc1nnc2ccccn12)Nc1ccccc1F | 0.57
COc1ccc(NC(=O)CSc2nc(-c3cccs3)cc(C(F)(F)F)n2)cc1 | -1.8
Cc1cccc(C)c1NC(=O)NCc1ccccc1 | 2
Cc1ccccc1Cn1c([N+](=O)[O-])cnc1C | 1.8
CCCCCOC(=O)C1=C(C)NC2=C(C(=O)CCC2)C1c1ccccc1OCCC (stereo not drawn) | 0.33
O=C(OCCSc1ccccn1)c1cccc(Cl)c1 | -1.2
Cc1c(NC(=O)COc2cccc(OCCC(C)C)c2)c(=O)n(-c2ccccc2)n1C | -2.3
CCOC(=O)/C(=C/c1ccc(Cl)cc1)[N+](=O)[O-] | -0.96
CCN(CC)CCNc1ncnc2c1sc1nc(CC(C)C)c3c(c12)CC(C)(C)OC3 | 0.09
CCCN1C(=O)C2(/C(=C(/O)c3ccc(Cl)cc3)C(=O)C(=O)N2CCCN(C)C)c2ccccc21 (stereo not drawn) | -2.9
O=C1CC(c2cccs2)Cc2c1cnc1[nH]n(-c3ccccc3)c(=O)c21 (stereo not drawn) | 0.14
CCCn1c2ccccc2c2nc3ccccc3nc21 | 0.22
Cc1[nH]c(=S)[nH]c(=O)c1Cc1cccc(C(F)(F)F)c1 | 2.9
CS(=O)(=O)OCCCCOS(C)(=O)=O | 1.3
CC(C)COC(=O)c1cn(C2CCCCC2)c2ccccc2c1=O | 0.94
COC(=O)c1ccccc1C(=O)c1cc(C)c(O)c(C)c1 | -0.58
O=C1NNC(c2ccccc2)=N/C1=C/c1ccc(OCc2ccccc2)cc1 | -0.29
CCCCC1(C)Cc2ccccc2C(=O)N1 (stereo not drawn) | 1.4
COc1cccc(-c2nc3cc(N)ccc3o2)c1 | 2.8
CCOC(=O)N/N=C(\C)c1ccccc1O | 0.81
COc1ccc(C2C(C#N)=C(N)Oc3n[nH]c(-c4ccc5c(c4)OCO5)c32)c(OC)c1 (stereo not drawn) | -9.5
O=C1CCCCC1CCS(=O)(=O)c1ccc(Cl)cc1 (stereo not drawn) | -0.67
CSc1nc(N)c(C#N)n1Cc1ccco1 | 1.1
Nc1ccc(-c2nc3ccccc3[nH]2)cc1 | -0.71
COc1cc(C2C3=C(CCCC3=O)Nc3nc(SCc4ccccc4Cl)[nH]c(=O)c32)ccc1O (stereo not drawn) | 2.6
COc1ccc(NC(=O)Cc2coc3ccc4ccccc4c23)c(OC)c1 | -1.2
O=C(CSc1nnc(-c2ccco2)o1)Nc1nnc(-c2cccs2)s1 | -4.2
N#Cc1c2n(c3c(=O)n(CC(=O)c4ccc(Cl)cc4)cnc13)CCCCC2 | 2.6
COC(=O)C1=C(C)N(c2ccc(Cl)cc2)C(=O)C1 | 6.6
COC(=O)c1ccc2c(c1)C1C=CCC1[C@@H](c1ccc(C(=O)O)cc1)N2 (stereo partly drawn) | -1.7
Cn1c(=O)c2c(ncn2CC(O)CO)n(C)c1=O (stereo not drawn) | -0.26
COC(=O)c1sc2c(C)cc(Cl)c(C)c2c1C(=O)Oc1ccccc1 | 1.8
O=C(O)CSCC(=O)NC1CCCc2ccccc21 (stereo not drawn) | -1.1
Cn1nc(-c2ccccc2)cc1NC(=O)Nc1ccc(F)cc1 | 3.6*
Cc1nc(N2CCCCC2)ncc1S(=O)(=O)c1ccc(Cl)cc1 | -0.79
O=C(O)Cc1csc(Nc2ccccc2)n1 | 2.3
COc1cc2c(cc1OC)C(Nc1nc(-c3ccccc3)cs1)=NC(C)(C)C2 | 0.46
CC1=C(C(=O)OCCOC(C)C)C(c2cccc(Cl)c2)C2=C(CC(c3cccs3)CC2=O)N1 (stereo not drawn) | -0.16
COc1ccc(C(c2c[nH]c3ccccc23)c2c[nH]c3ccccc23)cc1OC | -0.04
Cn1c(=O)c2c(nc(NCc3cccnc3)n2Cc2ccccc2Cl)n(C)c1=O | 1.3
CCOC(=O)c1sc(SCc2ccc(Cl)cc2)c(S(=O)(=O)C(C)C)c1N | -1.8
CC(C)NC(=S)NNC(=O)C1CC2CCC1O2 (stereo not drawn) | -1.1
O=C(O)CCCC(=O)Nc1ccc(S(=O)(=O)Nc2nccs2)cc1 | 0.06
O=[N+]([O-])c1ccc(CNc2nc(NCc3cccc(C(F)(F)F)c3)nc3nc[nH]c23)cc1 | -0.15
Cc1ccc(-c2cc3ncc(C(=O)c4cc(F)ccc4O)cn3n2)cc1 | -1.5
